# Rab9 promoter act = qHTS Assay for Rab9 Promoter Activators. Huh7 Rab9 promoter-luciferase reporter, luminescence, 24 h. Potency, µM (highest dose often 9.22 µM), for inactives: at the top dose activation, negative = inhibition, actives largely listed as activators. 320,000 tested, 2.8% active; also: potency is read from the fitted curve at half-maximal effect; % of control where 0% means no effect; nearly all actives have a fitted effect of over 60% in size
#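 Rab9 promoter-driven luciferase in stably transfected Huh7 cells; 1500 cells/well rested 2 h, exposed to compound in DMSO for 24 h at 37 °C, 5% CO2. Luminescence read 10 min after adding luciferase reagent at ambient temperature.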
# FLuc counter = qHTS profiling assay for firefly luciferase inhibitor/activator using purifed enzyme and Km concentrations of substrates (counterscreen for miR-21 project); Luciferin 4-monooxygenase (Photinus pyralis), P08659; purified FLuc, Km substrates, luminescence inhibition; Potency, µM (series often up to 57.5 µM), without a hit: at the highest dose activity change, negative = inhibition, usual class: inhibitors; 360,000 tested, 6.9% active;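 also: potency is read from the fitted curve at half-maximal effect; plate controls were vehicle for no effect and reference inhibitor for full effect; nearly all actives have a fitted effect of over 55% in size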
#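 Purified P. pyralis luciferase, 10 nM final, with Km-level 10 uM D-luciferin and 10 uM ATP in 50 mM Tris acetate pH 7.5, 10 mM Mg acetate, 0.01% Tween-20, 0.05% BSA; 6-point qHTS titration about 60 µM downward; luminescence read.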
# ELG1 DNA repair = qHTS screen for small molecules that inhibit ELG1-dependent DNA repair in human embryonic kidney (HEK293T) cells expressing luciferase-tagged ELG1; HEK293T ELG1-luciferase reporter, luminescence, 16 h; DNA damage induced by 5-fluorouridine; Potency, µM (doses to about 46.1 µM), for the others: at the highest dose activity change, negative = inhibition, most hits filed as inhibitors; 330,000 tested, 2.3% active; AID 504467, 2011; also: potency is read from the fitted curve at half-maximal effect; % is scaled to controls: 0 for no effect and ±100 for the full control effect; nearly all actives have a fitted effect of over 55% in size
#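 In this reporter screen, reduction of luminescence relative to DMSO vehicle indicated activity. Compounds and 5-fluorouridine were added together to 2,000 cells per well, incubated for 16 hr at 37 °C, then developed with ONE-Glo.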
# MBNL1 CUG block = qHTS Assay for Inhibitors of MBNL1-poly(CUG) RNA binding; Muscleblind-like protein 1 (Homo sapiens), Q9NR56; TR-FRET MBNL1-His/biotin-(CUG)12 binding, 665/545 ratio; Potency, µM (doses to about 57.5 µM), for the others: at the highest dose activity change, negative = inhibition, most hits filed as inhibitors; 280,000 tested, 0.036% active; AID 2675, 2010; active = well fitted inhibition curve with a large enough effect in the signal ratio, with a control signal flat, not every such curve was filed as active; inconclusive = small, poorly fitted or top-dose-only effect, or effect the other way, or a change in a side signal; inactive = no such curve, though single readings can be large or run the other way; the % refers to the signal ratio; also: potency is read from the fitted curve at half-maximal effect; % is scaled to controls: 0 for no effect and ±100 for the full control effect
#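 TR-FRET readout: Ex 340 nm, 665/545 nm emission ratio, normalized to buffer-only (basal) and MBNL1-(CUG)12 controls. Complex of MBNL1-His with Biotin-(CUG)12, compounds 92 nM–58 uM, incubated 60 min at room temperature.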
# Menin MLL FP TR = qHTS Assay for Inhibitors Targeting the Menin-MLL Interaction in MLL Related Leukemias: Competition With Texas Red Labeled MLL-derived Mutant Peptide | Potency, µM (top dose mostly 61.6 µM), without a hit: at the highest dose FP activity change, negative = inhibition, most hits filed as inhibitors | 270,000 tested, 0.23% active | Menin + Texas Red MLL mutant peptide, fluorescence polarization | AID 1768, 2009; active = well fitted inhibition curve with a large enough effect in the polarisation, with a control signal flat, not every such curve was filed as active; inconclusive = small, poorly fitted or top-dose-only effect, or effect the other way, or a change in a side signal; inactive = no such curve, though single readings can be large or run the other way; the % refers to the polarisation; also: potency is read from the fitted curve at half-maximal effect; % of control where 0% means no effect; many of its hits are not listed in these tables
# Target sequence (O00255 whole entry, looked up): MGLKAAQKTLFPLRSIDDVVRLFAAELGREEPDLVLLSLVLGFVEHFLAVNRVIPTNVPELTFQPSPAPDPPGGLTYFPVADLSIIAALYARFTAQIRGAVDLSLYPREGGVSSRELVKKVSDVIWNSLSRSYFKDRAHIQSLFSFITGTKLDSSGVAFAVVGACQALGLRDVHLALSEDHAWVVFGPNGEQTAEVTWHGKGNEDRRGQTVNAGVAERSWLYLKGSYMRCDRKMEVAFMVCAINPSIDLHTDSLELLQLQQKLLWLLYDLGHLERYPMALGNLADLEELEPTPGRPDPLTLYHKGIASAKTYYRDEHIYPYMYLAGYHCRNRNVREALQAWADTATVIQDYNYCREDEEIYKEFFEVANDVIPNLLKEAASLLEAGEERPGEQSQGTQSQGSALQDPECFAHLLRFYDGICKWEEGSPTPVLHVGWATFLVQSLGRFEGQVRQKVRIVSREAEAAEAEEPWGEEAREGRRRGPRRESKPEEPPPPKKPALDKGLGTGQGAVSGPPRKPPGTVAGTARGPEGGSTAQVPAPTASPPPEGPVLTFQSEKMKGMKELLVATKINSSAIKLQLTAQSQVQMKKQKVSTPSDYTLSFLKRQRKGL
# Mito fusion act = qHTS Assay for Small Molecule Inhibitors of Mitochondrial Division or Activators of Mitochondrial Fusion | S. cerevisiae fusion-defective mutant growth rescue, CellTiterGlo 48 h | Potency, µM (titrated, usually from 46.1 µM), without a hit: at the highest dose growth rescue (activation), usual class: activators | 320,000 tested, 0.23% active | AID 485298, 2010;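 also: potency is read from the fitted curve at half-maximal effect; % of control where 0% means no effect; nearly all actives have a fitted effect of over 45% in size; temperature-sensitive fusion mutants such as fzo1-1 at 37 °C on non-fermentable ethanol glycerol medium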
#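 Luminescent cell viability in 1536-well qHTS format served as the measure of rescued growth in ts fusion-mutant S. cerevisiae cultured on non-fermentable YPEG for 48 hours at 37C.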
# Gal4-VP16 FLuc = VP16 counterscreen qHTS for inhibitors of ROR gamma transcriptional activity | Drosophila S2 Gal4-VP16 UAS-luciferase, luminescence, 20 h | 310,000 tested, 3.5% active | Potency, µM (series often up to 53.6 µM), without a hit: top-dose activity, negative = inhibition, usual class: inhibitors;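 also: Gal4-VP16 expression switched on by copper sulfate through the metallothionein promoter; potency is read from the fitted curve at half-maximal effect; % is scaled to controls: 0 for no effect and ±100 for the full control effect; nearly all actives have a fitted effect of over 50% in size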
# NPC1 promoter act = qHTS Assay for NPC1 Promoter Activators; AID 485313, 2010; Potency, µM (doses to about 9.22 µM), for the others: at the highest dose activation, actives largely listed as activators; Huh7 NPC1 promoter luciferase reporter, 24 h; 320,000 tested, 2.4% active;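 also: potency is read from the fitted curve at half-maximal effect; % of control where 0% means no effect; nearly all actives have a fitted effect of over 60% in size; reporter is driven by a mutant NPC1 promoter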
#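 Huh7 reporter cells (NPC1 promoter driving luciferase) are dosed with compound for 24 h at 37 °C, 5% CO2; luciferase detection reagent is then added and luminescence measured after 10 min at ambient temperature.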
# KCNH2 3.1 block = qHTS for Inhibitors of KCHN2 3.1: Mutant qHTS; Potassium voltage-gated channel subfamily H member 2, brain isoform KCNH2 3.1 (human); U2OS KCNH2 3.1, thallium flux FluxOr; hits give low values; activity change, % (tested at about 1.8 µM); 340,000 tested, 0.95% active; AID 720553, 2013;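 active = maximum activity change below -70%; inconclusive = maximum activity change from -70% to -50%; inactive = maximum activity change above -50%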;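 also: thallium influx rate constant from kinetic fluorescence after stimulation buffer; % is scaled to controls: 0 for no effect and ±100 for the full control effect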
#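 Measured as rate of thallium-driven FluxOr signal in transduced U2OS cells carrying the 3.1 channel, read kinetically for 2 min upon stimulation; values are rate constants scaled to DMSO control wells.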
# RORg inh = qHTS for inhibitors of ROR gamma transcriptional activity | Nuclear receptor ROR-gamma (Mus musculus), P51450 | Drosophila S2 Gal4-RORgamma UAS-luciferase reporter, 20 h | Potency, µM (top dose mostly 53.6 µM), without a hit: top-dose activity change, negative = inhibition, actives largely listed as inhibitors | 310,000 tested, 5.4% active; also: potency is read from the fitted curve at half-maximal effect; % is scaled to controls: 0 for no effect and ±100 for the full control effect; nearly all actives have a fitted effect of over 60% in size
# Target sequence (P51450 whole entry, looked up, the tested form may be a part): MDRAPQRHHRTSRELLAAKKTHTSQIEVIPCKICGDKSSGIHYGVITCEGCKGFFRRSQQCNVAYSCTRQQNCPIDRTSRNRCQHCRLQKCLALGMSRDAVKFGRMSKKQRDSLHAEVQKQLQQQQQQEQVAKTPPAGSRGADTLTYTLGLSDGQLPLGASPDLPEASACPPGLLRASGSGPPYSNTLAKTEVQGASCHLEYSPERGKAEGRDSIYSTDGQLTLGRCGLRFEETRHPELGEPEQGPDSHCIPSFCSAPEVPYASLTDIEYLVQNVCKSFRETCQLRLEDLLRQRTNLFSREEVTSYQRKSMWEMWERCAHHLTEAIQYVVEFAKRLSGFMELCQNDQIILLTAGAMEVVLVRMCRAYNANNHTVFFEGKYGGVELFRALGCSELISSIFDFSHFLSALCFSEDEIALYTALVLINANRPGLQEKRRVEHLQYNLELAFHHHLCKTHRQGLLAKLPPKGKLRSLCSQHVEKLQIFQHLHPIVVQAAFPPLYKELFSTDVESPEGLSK
#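 ROR gamma transcriptional activity was tracked as Gal4-UAS luciferase output in stably transfected Drosophila Schneider cells, with compound added 1 hr before 700 uM copper sulfate induction and a 20 hr ambient-temperature incubation.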
# PKM2 act = qHTS Assay for Activators of Human Muscle isoform 2 Pyruvate Kinase. Pyruvate kinase PKM (Homo sapiens), P14618. purified PKM2, Kinase-Glo ATP luminescence, activation; response scale: 0% is enzyme alone, no compound. Potency, µM (titrated, usually from 57.5 µM), inactives show at the highest dose activation, actives largely listed as activators. 260,000 tested, 0.34% active. AID 1631, 2009; also: potency is read from the fitted curve at half-maximal effect; % is scaled to controls: 0 for no effect and ±100 for the full control effect; nearly all actives have a fitted effect of over 55% in size
#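 Kinase-Glo luminescence reports ATP generated from ADP (0.1 mM) and PEP (0.5 mM) by purified hPK-M2 after 1 h at room temperature, pH 7.2 imidazole buffer; intermediate enzyme activity allows detecting inhibitors and activators.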
# The depositor's hits bear a star; ? = inconclusive; nt = no result given; & = joins results of further samples; [ ] = another dose, or the depositor's remark. Unless noted, calls follow the shape of the dose curve; as a rule, active = well fitted curve in the direction sought with a large enough effect; inconclusive = small, poorly fitted or top-dose-only effect, or another doubt; inactive = no such curve, though single readings can be large; an effect the other way counts as inactive or inconclusive. Not all compounds are listed; rates above refer to the full screens.
Compound,Rab9 promoter act,FLuc counter,ELG1 DNA repair,MBNL1 CUG block,Menin MLL FP TR,Mito fusion act,Gal4-VP16 FLuc,NPC1 promoter act,KCNH2 3.1 block,RORg inh,PKM2 act
O=C(CCC1CCCC1)NCCS(=O)(=O)N1CCN(c2ccccc2F)CC1,-4%,2%,-3%,nt,nt,6%,nt,2%,0,nt,nt
CCSc1nc(C)c(C)c(=O)[nH]1,-4%,0%,14%,-7%,-11%,4%,1%,2%,-2,0%,-1%
COCc1cc(=O)[nH]c(SCCS(=O)(=O)c2ccc(C)cc2)n1,-1%,-4%,0%,-10%,nt,-2%,-4%,-1%,4,8%,12%
O=C1N2CCCc3cccc(c32)C12Nc1ccccc1S2 (centres undefined),-5%,-2%,7%,-1%,2%,-4%,17%,-3%,-6,16%,-3%
COc1ccc(OC)c(NC(=O)CSc2nc(C)cs2)c1,-4%,0%,-6%,?,6%,-4%,-1%,0%,0,4%,10%
COc1ccc(S(=O)(=O)NCC2CCC(C(=O)NCCC(C)C)CC2)cc1 (centres undefined),-9%,0%,-3%,6%,0%,-7%,3%,-2%,5,7%,0%
Cc1cccc(N(C)S(=O)(=O)c2ccc(-c3cc(C)no3)s2)c1,-20%,-1%&-5%,19%,9%,29%,6%,-6%,-21%,4,13%,-3%[0.46 µM]
CCC(C)N(C(=O)COC(=O)CCc1c[nH]c2ccccc12)C1CCS(=O)(=O)C1 (centres undefined),2%,-2%,0%,-1%,-5%,1%,10%,5%,nt,-27%,-5%
CCc1nnc(NC(=O)CSc2ccc(-c3cccs3)nn2)s1,2%,11µM*,-2%,20%,-2%,?,-6%,0%,4,-7%,?
CCOC(=O)c1cnc2c(C#N)cnn2c1N,3%,-5%,25%,nt,-11%,3%,-6%,2%,4,6%,-1%
CCOc1ccc(/C=N/NC(=O)c2cc(-c3cccn3C)n[nH]2)cc1,3%,?,-13%,nt,36%[activator],9%,-7%,-3%,-9,24%,-1%
COCCNC(=S)NNC(=O)CSCc1ccc(Cl)cc1Cl,0%,-7%,?,-6%,-11%,5%,-28%,-4%,-10,10µM*,-1%

# Some of the entries so far, with values under each structure:
# Under each structure: Rab9 promoter act | FLuc counter | ELG1 DNA repair | MBNL1 CUG block | Menin MLL FP TR | Mito fusion act | Gal4-VP16 FLuc | NPC1 promoter act | KCNH2 3.1 block | RORg inh | PKM2 act
CCOc1ccc(/C=N/NC(=O)c2cc(-c3cccn3C)n[nH]2)cc1
→ 3% | ? | -13% | nt | 36%[activator] | 9% | -7% | -3% | -9 | 24% | -1%
COCCNC(=S)NNC(=O)CSCc1ccc(Cl)cc1Cl
→ 0% | -7% | ? | -6% | -11% | 5% | -28% | -4% | -10 | 10µM* | -1%

# (next part)
Compound,Rab9 promoter act,FLuc counter,ELG1 DNA repair,MBNL1 CUG block,Menin MLL FP TR,Mito fusion act,Gal4-VP16 FLuc,NPC1 promoter act,KCNH2 3.1 block,RORg inh,PKM2 act
N#Cc1cc2c(nc1SC1CC(=O)N(c3ccccc3)C1=O)CCC2 (centres undefined),-13%,11µM*,?,4%,1%,18%,-1%,-11%,-1,-39%,9%
CCC(=O)C1=C(O)C(c2cccc(Oc3ccccc3)c2)CCC1=O (centres undefined),-8%,?,?,-2%,8%,6%,-21%,-8%,-17,?,-1%
Cc1ccc(SCCC(=O)NC(C)(C)C)cc1,10%,-24%,?,?,-13%,0%,-10%,7%,20,?,-16%
COc1ccc(Nc2nnc(SCc3cc([N+](=O)[O-])cc4c3OCOC4)s2)cc1,-1%,-4%,?,-1%,nt,15%,-1%,4%,15,-3%,-20%
Cc1cc(C)cc(NC(=O)N2CCC(c3nc4ccccc4o3)CC2)c1,1%,1%,-16%,0%,9%,13%,nt,-8%,0,6%[0.365 µM],-8%
CCOc1cc(C2Nc3ccccc3C(=O)N2c2ccccc2)ccc1O (centres undefined),28%,1%,?,-2%,3%[11.7 µM],0%,8%,20%,4,0%,-14%
CCOC(=O)CSc1nc(C2CC2)cc(-c2ccc(F)cc2)c1C#N,-5%,-3%,-4%,0%,15%,1%,-7%,0%,-7,14%,-1%
Cc1ccc(C)c(NC(=O)CCN2CCc3ccccc3C2)c1,-5%,5%,-6%,4%,?,2%,1%,-3%,-10,?,2%
COc1ccccc1Oc1ccc(S(=O)(=O)NCc2ccccn2)cc1,-17%,1%,?,-1%,-15%,-2%,-16%,-1%,1,-10%,-3%
CCOc1ccc(C(=O)N(Cc2ccc(OC)cc2)Cc2cc3cc(OC)ccc3[nH]c2=O)cc1,-17%,0%,-13%,17%,nt,-1%,?,1%,-33,-41%,5%
O=C(NCC(c1cccs1)N1CCOCC1)c1cc([N+](=O)[O-])ccc1Cl (centres undefined),-5%,3%,7%,?,-12%,-22%,-9%,6%,2,14%,-10%
O=C(NCCN1CCOCC1)c1cccc(S(=O)(=O)Nc2ccc(F)cc2)c1,-4%,4%,4%,nt,nt,1%,nt,-3%,-9,nt,nt

Compound,Rab9 promoter act,FLuc counter,ELG1 DNA repair,MBNL1 CUG block,Menin MLL FP TR,Mito fusion act,Gal4-VP16 FLuc,NPC1 promoter act,KCNH2 3.1 block,RORg inh,PKM2 act
COC(=O)c1cc(NC(=O)C2CC(=O)NC(=NCc3ccc(OC)cc3)S2)cc(C(=O)OC)c1 (centres undefined),-9%,1%,6%,-5%,1%,-1%,-17%,-5%,16,-4%,-7%
COc1cc(S(=O)(=O)NCC2OCCc3ccccc32)ccc1-n1cnnn1 (centres undefined),2%,9%,0%,0%,0%,-4%,-8%,-2%,4,31%,3%
CCOC(=O)c1ccc(N2C(=O)C3ON(c4ccccc4)C(c4ccco4)C3C2=O)cc1 (centres undefined),1%,3%,-3%,2%,1%[11.7 µM],1%,4%,-1%,-12,0%,2%
CCCCN(C)CCNC(=O)C1CCN(S(=O)(=O)c2cccc3nsnc23)CC1,-5%,1%,16%,?,nt,0%,-5%,-6%,5,-33%,nt
O=C(CCc1ccccc1)NCc1cccnc1,2%,4%,30%,-1%,21%,5%,3%,-3%,4,-3%,-1%
NC(=O)c1ccccc1,-2%[46.1 µM],-2%,6%,-2%,10%&-7%,-17%&-4%,4%&-5%,3%[46.1 µM],-14,8%&-13%,-4%
CCCn1nnc(NC(=S)NC(=O)C(C)(C)C)n1,11%,-5%,?,nt,-12%,1%,8.9µM*,9%,7,3.5µM*,-21%
COC(=O)c1ccc(OC(C)C(=O)c2ccc(C)cc2)cc1 (centres undefined),0%,-1%,0%,nt,?,23%,-7%,-3%,-15,8%,7%
CCCCn1c(SCC(=O)OCC)nnc1-c1ccoc1C,18%,-1%,4%,7%,0%,-7%,-7%,7%,0,6%[10 µM],-2%
COc1ccc(Nc2nc(-c3sc(N)nc3C)cs2)cc1,22%,13µM*,?,?,?,0%,19%,?,-8,-11%,3%
CC(C)COc1cccc(C(=O)N2CCN(C(=O)c3ccco3)CC2)c1,-5%,4%,5%,nt,nt,-3%,nt,-1%,-15,nt,nt
CN1CCC(N(C)C(=O)CCc2nc3ccccc3c(=O)[nH]2)CC1,-11%,-5%,4%,5%,1%,1%,1%,4%,-13,27%,0%
COCCCn1c(SCC(=O)N2CCOCC2)nc2ccccc2c1=O,2%,1%,19%,-4%,5%,5%,2%,0%,-7,-6%,-8%
